Assay outcomes deposited in PubChem by several laboratories.
MEKK3 PB1 HTS – modulators (inhibitors or enhancers) of MEK5 binding to human MEKK3 PB1 domain; Q99759; bead-based flow cytometry, Alexa488-MEK5 binding to MEKK3; actives lie on both sides; 0 = blocked by unlabeled MEK5, 100 = vehicle; binding response (% of control), % at 10 µM; actives 1.4% (n = 290,000); AID 1529;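 active means binding response more than 3 SD above or below the average of its plate-row segment, actives on both sides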;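 further: Alexa488 bead fluorescence after subtracting the streptavidin-only scavenger bead signal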
OXTR agonist – human OXTR agonism; CHO-OTR cells, Fluo-8 calcium fluorescence; normalized: DMSO 0%, oxytocin 100%; activation, % at 3 µM; actives 0.32% (n = 320,000);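 active means activation above the mean of all tested compounds plus 3 SD, cutoff set per screening run, cut at about 20% in these data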;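 further: peak over basal fluorescence ratio from a 100 s FLIPR kinetic read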
Target sequence (P30559 whole entry, looked up): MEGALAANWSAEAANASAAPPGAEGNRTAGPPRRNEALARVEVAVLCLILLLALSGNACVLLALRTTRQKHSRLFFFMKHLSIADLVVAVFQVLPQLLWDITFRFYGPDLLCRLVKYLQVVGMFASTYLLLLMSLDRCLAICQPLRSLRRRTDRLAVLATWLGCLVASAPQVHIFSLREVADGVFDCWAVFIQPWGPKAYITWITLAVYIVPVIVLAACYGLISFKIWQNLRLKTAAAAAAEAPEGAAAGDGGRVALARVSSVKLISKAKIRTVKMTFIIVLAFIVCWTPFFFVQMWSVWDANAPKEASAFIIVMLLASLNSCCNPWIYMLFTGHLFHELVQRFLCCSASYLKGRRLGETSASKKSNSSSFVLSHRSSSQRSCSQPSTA
PHOSPHO1 block – blocks human PHOSPHO1 phosphatase activity | Q8TCT1 | recombinant PHOSPHO1, absorbance phosphatase assay | inhibition, % at 13.3 µM | actives 1.1% (n = 290,000) | AID 1565; in the data active means inhibition above about 60%
Target sequence (Q8TCT1 whole entry, looked up): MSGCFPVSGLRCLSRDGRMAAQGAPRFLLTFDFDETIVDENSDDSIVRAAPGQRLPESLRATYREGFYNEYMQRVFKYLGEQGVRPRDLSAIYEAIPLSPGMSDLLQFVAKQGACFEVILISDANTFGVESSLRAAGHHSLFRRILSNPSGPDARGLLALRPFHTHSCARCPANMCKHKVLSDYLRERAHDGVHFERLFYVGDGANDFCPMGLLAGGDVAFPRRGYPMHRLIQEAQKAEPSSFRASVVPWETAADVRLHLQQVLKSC
MEKK2 WT-MEK5 – raises or lowers MEK5 binding to wildtype human MEKK2 PB1 domain; Q9Y2U5; actives 1.1% (n = 290,000); AID 1531; binding response (% of control), % at 10 µM; bead flow cytometry, Alexa488-MEK5 binding to MEKK2 WT; actives lie on both sides; in the data active means binding response below about 67% or above about 130%
GalR3 antag – antagonists of human GalR3. inhibition, % at 3 µM. AID 651719. actives 0.44% (n = 360,000). HEK293 GalR3-CNG cAMP membrane potential fluorescence; galR3 body fused to GalR1 C-terminus. O60755;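 active means inhibition above the screen-wide average plus 3 SD, cut at about 13% in these data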;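 further: forskolin and galanin both at EC90 stimulate the cells; cAMP rise reported by CNG channel membrane potential dye signal; 0% = forskolin plus galanin with DMSO and 100% = forskolin alone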
Target sequence (O60755 1-299 limits assumed): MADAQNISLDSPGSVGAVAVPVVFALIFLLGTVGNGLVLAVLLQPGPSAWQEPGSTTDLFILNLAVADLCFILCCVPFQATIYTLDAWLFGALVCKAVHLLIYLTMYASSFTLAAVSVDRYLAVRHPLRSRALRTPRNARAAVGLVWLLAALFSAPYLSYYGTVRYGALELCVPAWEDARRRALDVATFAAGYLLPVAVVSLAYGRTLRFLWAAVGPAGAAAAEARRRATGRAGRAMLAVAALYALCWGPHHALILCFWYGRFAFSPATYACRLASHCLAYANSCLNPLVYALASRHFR
NALP1 yeast inh – NALP1 inhibition; actives 0.61% (n = 280,000); S. cerevisiae NALP1/ASC/caspase-1 growth, X-gal OD620, 72 h; inhibition, % at 10 µM; in the data active means inhibition mostly above about 24%, no sharp cut-off; inactive means mostly below about 32%; further: some compounds called inactive have numbers as strong as hits
V1aR counter – counter-screen for oxytocin receptor agonists: human V1a receptor agonists; P37288; CHO-V1R cells, Fluo-8 calcium fluorescence, agonist mode; 0% DMSO, 100% 3 nM vasopressin; activation, % at 3 µM; actives 0.25% (n = 320,000);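 active means activation above the mean activation of all tested compounds plus 3 SD, per screening run, cut at about 20% in these data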;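 further: signal is peak over basal fluorescence ratio across a 100 second FLIPR read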
MEKK2 mut-MEK5 – signal of MEK5 binding to mutant human MEKK2 PB1 domain | percent response, % at 10 µM | bead flow cytometry, Alexa488-MEK5 binding to MEKK2 mutant | actives 0.35% (n = 290,000) | AID 1530; in the data active means percent response above about 24%, passing the limit was not always enough; further: inactives centre near 1; some results filed as inactive read as strong as hits; reference of the scale not given here
GPR7 antag – blocks human GPR7 receptor signaling | P48145 | GPR7-expressing cells, fluorescence antagonist assay | inhibition, % at 4.4 µM | actives 1.1% (n = 290,000); in the data active means inhibition above about 16%, passing the limit was not always enough;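 further: cells stimulated with the agonist NPW; 0% = agonist with vehicle and 100% = vehicle without agonist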
Starred values were filed as active, the others as inactive; & = joins results of further samples.

What do the screens show for `O=C(NCc1ccccn1)C(=O)NCC(c1ccco1)N1CCOCC1` (configuration not stated)?
MEKK3 PB1 HTS: 120; OXTR agonist: 0.2; PHOSPHO1 block: 34; MEKK2 WT-MEK5: 114; GalR3 antag: 5; NALP1 yeast inh: -5; V1aR counter: -0.6; MEKK2 mut-MEK5: 11; GPR7 antag: -9

Results for CC(=O)c1cccc(-n2c(CCC(=O)O)ccc2-c2ccc(C)cc2)c1 ?
MEKK3 PB1 HTS: 106; OXTR agonist: 0.4; PHOSPHO1 block: 3; MEKK2 WT-MEK5: 108; NALP1 yeast inh: 19; V1aR counter: 0.3; MEKK2 mut-MEK5: 4; GPR7 antag: -2

What do the screens show for `N/N=C(\c1ccccc1)c1cc(Br)ccc1N`?
MEKK3 PB1 HTS: 92; OXTR agonist: -2.2; PHOSPHO1 block: 3; MEKK2 WT-MEK5: 100; GalR3 antag: -4; NALP1 yeast inh: 13; V1aR counter: -0.4; MEKK2 mut-MEK5: -2; GPR7 antag: -3

Results for O=C(O)c1ccc(OCCN2CCCC2=O)cc1 ?
MEKK3 PB1 HTS: 100; OXTR agonist: 0.4; MEKK2 WT-MEK5: 104; GalR3 antag: -2; NALP1 yeast inh: 3; V1aR counter: 0.3; MEKK2 mut-MEK5: 0; GPR7 antag: 14

How did COc1ccc(CC(=O)N2CCN=C2SC)cc1OC do in these assays?
MEKK3 PB1 HTS: 100; OXTR agonist: 1.1; PHOSPHO1 block: 34; MEKK2 WT-MEK5: 100; GalR3 antag: 4; NALP1 yeast inh: 3; V1aR counter: 0.6; MEKK2 mut-MEK5: 0; GPR7 antag: -4

Results for O=C(Cn1c(CSc2ccccc2)nc2ccccc21)Nc1ccccc1 ?
MEKK3 PB1 HTS: 98; PHOSPHO1 block: 33; MEKK2 WT-MEK5: 102; NALP1 yeast inh: 4; MEKK2 mut-MEK5: 2; GPR7 antag: 6

What do the screens show for `CC(=O)NC(Cc1ccccc1F)C(=O)NC1CCN(C(=O)NCc2ccccc2)CC1` (configuration not stated)?
MEKK3 PB1 HTS: 103; OXTR agonist: 0.7; PHOSPHO1 block: 26; MEKK2 WT-MEK5: 104; GalR3 antag: -9; NALP1 yeast inh: 1; V1aR counter: 0.1; MEKK2 mut-MEK5: 9; GPR7 antag: -5

Results for CN(C)S(=O)(=O)c1ccc2c(c1)C(=NO)c1cc(S(=O)(=O)N(C)C)ccc1-2 ?
MEKK3 PB1 HTS: 108; OXTR agonist: 0.3; MEKK2 WT-MEK5: 108; GalR3 antag: -10; NALP1 yeast inh: 6; V1aR counter: 2.2; MEKK2 mut-MEK5: 9; GPR7 antag: 11

What do the screens show for `O=c1[nH]cnc2ccc([N+](=O)[O-])cc12`?
MEKK3 PB1 HTS: 114; OXTR agonist: 0.9; PHOSPHO1 block: 15; MEKK2 WT-MEK5: 107; GalR3 antag: -3; V1aR counter: 1.4; MEKK2 mut-MEK5: 6; GPR7 antag: 3

What do the screens show for `CC(SCc1ccccc1)C(=O)Nc1ccccc1-c1ccccc1` (configuration not stated)?
MEKK3 PB1 HTS: 102; OXTR agonist: -2.0; PHOSPHO1 block: 6; MEKK2 WT-MEK5: 96; GalR3 antag: -4; NALP1 yeast inh: -1; V1aR counter: -1.2; MEKK2 mut-MEK5: 0; GPR7 antag: -10

Results for Cc1sc2ncnc(OCC(=O)N3CCN(S(=O)(=O)c4ccc(Cl)cc4)CC3)c2c1C ?
MEKK3 PB1 HTS: 98; OXTR agonist: 2.0; PHOSPHO1 block: 7; MEKK2 WT-MEK5: 101; GalR3 antag: 2; NALP1 yeast inh: 5; V1aR counter: 4.7; MEKK2 mut-MEK5: 2; GPR7 antag: -10

What do the screens show for `CCc1ccc2oc(-c3cc(N)ccc3Cl)nc2c1`?
MEKK3 PB1 HTS: 108; OXTR agonist: -1.9; PHOSPHO1 block: 1; MEKK2 WT-MEK5: 109; GalR3 antag: -3; NALP1 yeast inh: 7; V1aR counter: -0.7; MEKK2 mut-MEK5: 5; GPR7 antag: -4

How did COc1ccc(CC(=O)N[C@@H](C)C(=O)N2CCC3(CC2)NCCc2[nH]cnc23)cc1 do in these assays?
MEKK3 PB1 HTS: 99; OXTR agonist: 0.2; PHOSPHO1 block: 53; MEKK2 WT-MEK5: 105; GalR3 antag: 3; NALP1 yeast inh: 16; V1aR counter: -0.1; MEKK2 mut-MEK5: 2; GPR7 antag: -1

Results for O=C(NCc1ccc(F)cc1)c1ccc(Cl)c(NC2=NC3CS(=O)(=O)CC3S2)c1 (configuration not stated) ?
MEKK3 PB1 HTS: 97; OXTR agonist: -0.2; PHOSPHO1 block: 18; MEKK2 WT-MEK5: 98; NALP1 yeast inh: -3; V1aR counter: 0.8; MEKK2 mut-MEK5: -7; GPR7 antag: 1

How did Cc1ccc(S(=O)(=O)NCc2nnc(SCC(=O)Nc3cccc(C)c3C)n2C)cc1 do in these assays?
MEKK3 PB1 HTS: 80; OXTR agonist: -1.3; PHOSPHO1 block: 17; MEKK2 WT-MEK5: 87; GalR3 antag: -7; NALP1 yeast inh: 10; V1aR counter: -1.2; MEKK2 mut-MEK5: -8; GPR7 antag: 3

What do the screens show for `CC(=O)Nn1c(C)nnc1-n1nc(C)cc1C`?
MEKK3 PB1 HTS: 104; OXTR agonist: 0.0; PHOSPHO1 block: 13; MEKK2 WT-MEK5: 103; GalR3 antag: 0; NALP1 yeast inh: -8; V1aR counter: 1.0; MEKK2 mut-MEK5: 10; GPR7 antag: -9

How did COC(=O)c1cc(N=CC2=C(O)CC(C)(C)CC2=O)cc(C(=O)OC)c1 do in these assays?
MEKK3 PB1 HTS: 99; OXTR agonist: -0.4; PHOSPHO1 block: 11; MEKK2 WT-MEK5: 103; GalR3 antag: 0; NALP1 yeast inh: 41; V1aR counter: 1.2; MEKK2 mut-MEK5: -2; GPR7 antag: -9

What do the screens show for `O=C(NCCN1CCN(c2ccccc2)CC1)C1CCCN(S(=O)(=O)c2cnc[nH]2)C1` (configuration not stated)?
MEKK3 PB1 HTS: 103; OXTR agonist: 0.6; PHOSPHO1 block: 6; MEKK2 WT-MEK5: 108; NALP1 yeast inh: -29; V1aR counter: -0.1; MEKK2 mut-MEK5: 3; GPR7 antag: -11

How did CCOC(=O)C1=C(C)NC(C)=C(C(=O)OCC)C1C(=O)OCC(=O)N1CCCCC1CC (configuration not stated) do in these assays?
MEKK3 PB1 HTS: 92; OXTR agonist: -1.4; PHOSPHO1 block: -3; MEKK2 WT-MEK5: 105; GalR3 antag: -7&-1; NALP1 yeast inh: -4; V1aR counter: -0.7; MEKK2 mut-MEK5: 4; GPR7 antag: -11

Results for O=C(c1ccc(Cl)c(S(=O)(=O)N2CCCC2)c1)N1CCCCC1 ?
MEKK3 PB1 HTS: 98; OXTR agonist: 0.3; PHOSPHO1 block: 38; MEKK2 WT-MEK5: 105; GalR3 antag: -2; NALP1 yeast inh: 1; V1aR counter: -0.4; MEKK2 mut-MEK5: 4; GPR7 antag: 1

How did CC1CCCC(C)N1C(=O)CSc1ccc(-c2ccc3c(c2)OCCO3)nn1 (configuration not stated) do in these assays?
MEKK3 PB1 HTS: 101; OXTR agonist: -1.7; PHOSPHO1 block: 32; MEKK2 WT-MEK5: 102; GalR3 antag: -10; NALP1 yeast inh: 7; V1aR counter: 0.3; MEKK2 mut-MEK5: 1; GPR7 antag: -2

Results for C/C(=N\NC(=O)CNC(=O)C1COc2ccccc2O1)c1ccc(Cl)cc1 (configuration not stated) ?
MEKK3 PB1 HTS: 95; OXTR agonist: -0.8; PHOSPHO1 block: -4; MEKK2 WT-MEK5: 94; GalR3 antag: -6; NALP1 yeast inh: 12; V1aR counter: -0.1; MEKK2 mut-MEK5: -17; GPR7 antag: -6

What do the screens show for `Cc1ccccc1-n1c(=O)c2ccccc2n2nnnc12`?
MEKK3 PB1 HTS: 96; OXTR agonist: 0.1; PHOSPHO1 block: -2; MEKK2 WT-MEK5: 95; GalR3 antag: 1; NALP1 yeast inh: 9; V1aR counter: 1.5; MEKK2 mut-MEK5: -3; GPR7 antag: -14

Results for O=S1(=O)CCOC[C@H](c2ccccc2)N1Cc1ccccc1 ?
MEKK3 PB1 HTS: 104; OXTR agonist: -0.9; PHOSPHO1 block: -13; MEKK2 WT-MEK5: 102; GalR3 antag: 0; NALP1 yeast inh: 4; V1aR counter: -1.8; MEKK2 mut-MEK5: 4; GPR7 antag: -11

Results for O=C(CSc1n[nH]c(=O)[nH]c1=O)NCC1CCCCC1 ?
MEKK3 PB1 HTS: 100; OXTR agonist: 0.5; PHOSPHO1 block: 25; MEKK2 WT-MEK5: 102; GalR3 antag: -5; NALP1 yeast inh: -23; V1aR counter: 1.3; MEKK2 mut-MEK5: -2; GPR7 antag: -10

Results for COc1ccc2c(c1OC)c(=O)n1c3ccc(OC(C)C(=O)NCCCN4CCOCC4)cc3c3ccnc2c31 (configuration not stated) ?
MEKK3 PB1 HTS: 99; OXTR agonist: 0.2; PHOSPHO1 block: 54; MEKK2 WT-MEK5: 102; NALP1 yeast inh: 3; V1aR counter: 1.4; MEKK2 mut-MEK5: 3; GPR7 antag: -4

What do the screens show for `CCOC(=O)c1[nH]c2ccc(F)cc2c1NC(=O)c1ccccc1C(=O)O`?
MEKK3 PB1 HTS: 100; PHOSPHO1 block: 5; MEKK2 WT-MEK5: 105; GalR3 antag: -6; NALP1 yeast inh: 20; MEKK2 mut-MEK5: -1; GPR7 antag: 0

Results for NNC(=O)CN1C(c2ccc(Cl)cc2)=Nc2ccc(Br)cc2C1c1ccccc1 (configuration not stated) ?
MEKK3 PB1 HTS: 100; OXTR agonist: -1.0; PHOSPHO1 block: 23; MEKK2 WT-MEK5: 96; GalR3 antag: -8; NALP1 yeast inh: 8; V1aR counter: 0.0; MEKK2 mut-MEK5: 1; GPR7 antag: -9

Results for O=C(N1CCN=C1SCc1cccnc1)C12CC3CC(CC(C3)C1)C2 ?
MEKK3 PB1 HTS: 104; OXTR agonist: 5.2; PHOSPHO1 block: 18; MEKK2 WT-MEK5: 104; GalR3 antag: -3; NALP1 yeast inh: -3; V1aR counter: 4.8; MEKK2 mut-MEK5: 1; GPR7 antag: -2

How did CN(C)c1ccc(N=Nc2ccccc2C(=O)OCC(=O)NC2CCCC2)cc1 do in these assays?
MEKK3 PB1 HTS: 98; OXTR agonist: -1.6; PHOSPHO1 block: 1; MEKK2 WT-MEK5: 109; GalR3 antag: 2; NALP1 yeast inh: 30; V1aR counter: -0.2; MEKK2 mut-MEK5: 8; GPR7 antag: -7

Results for CCCCNC(=O)Cn1c(=O)n(C)c2ccccc21 ?
MEKK3 PB1 HTS: 109; OXTR agonist: 0.0; PHOSPHO1 block: -6; MEKK2 WT-MEK5: 112; GalR3 antag: 1; NALP1 yeast inh: 21; V1aR counter: 0.1; MEKK2 mut-MEK5: 12; GPR7 antag: -13

Compounds shown so far with bromine, in the order listed:
What do the screens show for `N/N=C(\c1ccccc1)c1cc(Br)ccc1N`?
MEKK3 PB1 HTS: 92; OXTR agonist: -2.2; PHOSPHO1 block: 3; MEKK2 WT-MEK5: 100; GalR3 antag: -4; NALP1 yeast inh: 13; V1aR counter: -0.4; MEKK2 mut-MEK5: -2; GPR7 antag: -3

Results for NNC(=O)CN1C(c2ccc(Cl)cc2)=Nc2ccc(Br)cc2C1c1ccccc1 (configuration not stated) ?
MEKK3 PB1 HTS: 100; OXTR agonist: -1.0; PHOSPHO1 block: 23; MEKK2 WT-MEK5: 96; GalR3 antag: -8; NALP1 yeast inh: 8; V1aR counter: 0.0; MEKK2 mut-MEK5: 1; GPR7 antag: -9
